# From PubChem BioAssay
# OX1R antag-1 = blocks the human orexin 1 receptor; O43613; actives 1.8% (n = 330,000); OX1R-expressing cells, FRET antagonist read-out; inhibition, % at 6.6 µM; AID 485270; in the data active = inhibition mostly above about 38%, no sharp cut-off; inactive = mostly below about 40%;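 also: 0% = agonist challenge alone and 100% = reference antagonist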
# Target sequence (O43613 whole entry, looked up): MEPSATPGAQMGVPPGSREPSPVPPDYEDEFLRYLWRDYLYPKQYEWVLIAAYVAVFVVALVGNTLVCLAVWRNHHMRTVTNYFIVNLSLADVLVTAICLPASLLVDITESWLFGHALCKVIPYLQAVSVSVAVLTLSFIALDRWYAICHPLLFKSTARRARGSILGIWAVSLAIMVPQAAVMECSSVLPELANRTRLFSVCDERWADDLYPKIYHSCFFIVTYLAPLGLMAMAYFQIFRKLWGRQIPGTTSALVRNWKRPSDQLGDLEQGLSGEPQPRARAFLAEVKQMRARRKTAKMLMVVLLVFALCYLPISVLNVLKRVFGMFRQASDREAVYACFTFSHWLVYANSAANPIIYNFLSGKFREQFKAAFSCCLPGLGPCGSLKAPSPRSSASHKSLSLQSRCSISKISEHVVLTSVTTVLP
# OX1R antag-2 = human HCRTR1 antagonism | CHO/OX1R cells, Fluo-8 calcium fluorescence, orexin A | O43613 | actives 0.43% (n = 330,000) | AID 434989 | inhibition, % at 5 µM;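 active = inhibition above its plate's threshold, mean inhibition of all tested compounds on the plate plus 3 SD, cut at about 37% in these data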;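 also: 0% = orexin A challenge wells and 100% = SB-334867-A antagonist wells; not every result past the cut was called active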
# STK33 kinase inh = inhibitors of human STK33 kinase; AID 2661; actives 0.073% (n = 320,000); Q9BYT3; inhibition, % at 10 µM; purified STK33, MBP phosphorylation, ADP-Glo luminescence;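 active = inhibition at or above 25%, using the most active replicate where run in duplicate; inactive = inhibition below 25%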
# Target sequence (Q9BYT3 whole entry, looked up): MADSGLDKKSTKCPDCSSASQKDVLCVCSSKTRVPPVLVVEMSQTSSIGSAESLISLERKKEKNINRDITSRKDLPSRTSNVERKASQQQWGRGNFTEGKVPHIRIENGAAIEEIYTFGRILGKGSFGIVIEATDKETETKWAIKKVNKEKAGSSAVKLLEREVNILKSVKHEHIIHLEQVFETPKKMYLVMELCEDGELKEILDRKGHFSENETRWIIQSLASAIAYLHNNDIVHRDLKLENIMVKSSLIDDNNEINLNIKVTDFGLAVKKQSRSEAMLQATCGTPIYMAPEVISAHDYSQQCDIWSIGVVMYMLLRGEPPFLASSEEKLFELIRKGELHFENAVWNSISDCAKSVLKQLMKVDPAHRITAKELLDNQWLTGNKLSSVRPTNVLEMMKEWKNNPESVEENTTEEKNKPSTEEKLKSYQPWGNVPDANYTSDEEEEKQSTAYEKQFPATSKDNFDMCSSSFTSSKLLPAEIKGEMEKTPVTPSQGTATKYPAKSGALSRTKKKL
# Numbers without * were called inactive; / = not tested or not shown.
nr	OX1R antag-1	OX1R antag-2	STK33 kinase inh	Structure
1	2	-10	0.8	CCOc1ccc(NC(N)=O)cc1
2	34	4	-1.2	COc1ccc(/C=C2/N=C(SC3CCOC3=O)N(c3cccc(OC)c3)C2=O)cc1 (stereo not drawn)
3	29	-103	2.1	Cc1cccnc1Nc1nc(-c2ccc(O)cc2)cs1
4	11	-13	-0.5	Cc1ccc(C(=O)NCc2occc2C(=O)O)o1
5	6	-14	-1.6	CC1(c2ccccc2)NC(=O)N(CC(=O)NCC2CCCO2)C1=O (stereo not drawn)
6	6	-5	-1.4	O=C(CC1S/C(=N/N=C/C=C/c2ccccc2)NC1=O)Nc1ccc(Cl)c(Cl)c1 (stereo not drawn)
7	12	1	-0.8	Cc1nc(SCC(=O)O)c(C#N)c(-c2ccco2)c1C(=O)N(C)C
8	12	-7	0.1	COc1cccc(CNC(=O)C2CCN(S(=O)(=O)N3CCC(C)CC3)CC2)c1
9	51	-12	0.0	O=C(NCCc1ccc(F)cc1)c1ccc([N+](=O)[O-])cc1
10	10	-11	-1.0	O=C(N[C@@H]1C/C=C\C[C@H](CC(=O)N(CCO)Cc2ccccc2)C(=O)NC[C@@H](c2ccccc2)OC1=O)OCC1c2ccccc2-c2ccccc21
11	22	-9	-1.1	CCOc1cc(/C=C2/C(=O)ON=C2C)ccc1OCc1ccccc1
12	8	-20	-1.4	COc1ccc(S(=O)(=O)N2CCN(Cc3ccccc3)CC2)cc1
13	5	-22	-2.5	CCN(CC)CCNCc1ccc(-c2ccc(Cl)cc2)o1
14	22	-14	0.1	COc1cc(NC(=O)CSc2nc3c(C)ccc(C)c3cc2C)c(C(=O)O)cc1OC
15	6	-11	-2.0	O=C(NCc1ccccn1)c1ccc(NC(=O)c2ccco2)cc1
16	11	-2	0.8	O=C(CCc1ccccc1)Nc1ncn[nH]1
17	19	-13	-1.2	CC(=O)c1c(C(C)=O)c(C)n(Cc2ccc(Cl)cc2)c1C
18	1	-26	-0.7	Cc1ccc2nc3n(c(=O)c2c1)-c1ccc(Cl)cc1C(=O)NC3Cc1ccccc1 (stereo not drawn)
19	99*	-32	0.1	CC1=C(C(=O)OC2CCCCC2)C(c2ccc(C)o2)C2=C(CCCC2=O)N1 (stereo not drawn)
20	10	-21	0.2	CC1(C)Cc2nc3sc4c(OCc5ccccc5)ncnc4c3cc2CO1
21	5	-12	-1.6	CC(=O)c1sc(-c2ccc(F)cc2F)nc1C
22	16	-26	0.1	CCC(CC)C(=O)Nc1nnc(S(=O)(=O)N2CCCCCC2)s1
23	9	-17	-1.4	Cc1ccc(CSCC(=O)NCc2cccs2)cc1
24	6	-15	/	COc1ccc(OC)c(NC(=O)CN2C(=O)NC3(CCCc4ccccc43)C2=O)c1 (stereo not drawn)
25	8	-2	-2.7	Cc1ccc(NCc2nnc(SCC#N)o2)c(C)c1
26	18	5	-0.2	CN1CCN(NC(=O)CN2C(=O)/C(=C/c3ccccc3Cl)SC2=S)CC1
27	11	-5	0.0	O=C1CCC/C1=C/Nc1ccc(Cl)cc1
28	23	-11	-2.1	CCOc1ccc2c(c1)C(C)=CC(C)(C)N2S(=O)(=O)c1ccc(F)cc1
29	12	-7	-1.5	Cc1cccc(CSC2=NCCN2C(=O)c2ccco2)c1
30	11	-26	-1.4	CCOC(=O)C1(CCCc2ccccc2)CCN(CCCn2cccn2)CC1
31	28	0	0.6	Cc1cc([N+](=O)[O-])nn1CC(=O)Nc1ccc(F)cc1
32	1	-26	-0.8	Cc1ccc(S(=O)(=O)NCCN=C(CN2CCOCC2)NS(=O)(=O)c2ccc(C)cc2)cc1
33	14	-30	-2.6	CCOc1ccc(NC(=O)CCS(=O)(=O)c2ccc3c(c2)CCCN3C(=O)CC)cc1
34	3	-27	0.2	O=C(O)c1ccc(/C=N/NC(=O)C(O)(c2ccccc2)c2ccccc2)cc1
35	33	-7	-2.1	CC(=O)Nc1cccc(NC(=S)Nc2cccc3ccccc23)c1
36	7	-24	0.6	Cc1ccc(C(=O)N2CCN(C(=O)c3ccco3)CC2)cc1NC(=O)c1ccco1
37	-2	-2	-1.3	CNC(=O)C(C)NS(=O)(=O)c1ccc(F)cc1 (stereo not drawn)
38	7	-10	-0.8	COc1ccc(NC(=O)CN2CCc3ccccc3C2)cc1OC
39	64*	-24	4.2	CS(=O)(=O)C1=NSC2=NC(=O)/C(=C\c3cccn3-c3ccccc3Cl)C(=N)N21
40	4	5	0.3	Cc1cccc(S(=O)(=O)NNC(=O)Cc2cccn2C)c1

# Reformatted: 3 of the compounds above
25) Cc1ccc(NCc2nnc(SCC#N)o2)c(C)c1
  OX1R antag-1: 8; OX1R antag-2: -2; STK33 kinase inh: -2.7

26) CN1CCN(NC(=O)CN2C(=O)/C(=C/c3ccccc3Cl)SC2=S)CC1
  OX1R antag-1: 18; OX1R antag-2: 5; STK33 kinase inh: -0.2

27) O=C1CCC/C1=C/Nc1ccc(Cl)cc1
  OX1R antag-1: 11; OX1R antag-2: -5; STK33 kinase inh: 0.0

# Following part:
nr	OX1R antag-1	OX1R antag-2	STK33 kinase inh	Structure
41	19	-12	-1.4	CC1C2CC(C(S(=O)(=O)N3CCOCC3)C2=O)C1(C)C (stereo not drawn)
42	9	-25	-0.3	Cc1oc(-c2ccccc2F)nc1CS(=O)CC(=O)NCCN1CCCCC1C (stereo not drawn)
43	11	-7	0.2	CCNS(=O)(=O)c1ccc(CCC(=O)NCCC2=CCCCC2)cc1
44	14	-19	-2.0	COc1cccc(NC(=O)CN(C)C(C)C(=O)Nc2ccc(C#N)cc2)c1 (stereo not drawn)
45	73*	-19	1.2	O=c1oc2ccccc2c(O)c1/C=C1\C=Nc2ccccc21
46	-4	-22	-1.3	CCOc1ccc(NC(=O)Cn2c(=O)oc3cc(Cl)ccc32)cc1
47	7	-8	13	COCCCNC(=O)C(=O)Nc1cc2c3c(c1)CCC(=O)N3CCC2
48	31	-11	0.1	COc1cc(OC)c(C#N)c(S(=O)(=O)Cc2ccccc2)c1
49	9	-45	-0.1	CCn1cc(CN2CCc3c([nH]c4ccccc34)C2c2cccc(OC)c2)c(C)n1 (stereo not drawn)
50	28	-4	-1.7	C=CCOc1cccc(C2NC(=O)c3ccccc3O2)c1 (stereo not drawn)
51	8	-24	-1.5	Cc1ccc(SC(C)C(=O)NCc2ccc(F)cc2)cc1 (stereo not drawn)
52	16	-20	-1.4	O=C(CSc1nnnn1C1CCCC1)Nc1ccc(F)cc1
53	10	-26	2.6	CC1Cc2cc(S(=O)(=O)N3CCC(C(=O)N(C)Cc4ccccc4)CC3)ccc2N1C(=O)C1CC1 (stereo not drawn)
54	3	-11	0.3	COc1cc(Cl)c(C)cc1NC(=O)COC(=O)C1CC1C (stereo not drawn)
55	22	-15	0.7	Cc1[nH]n2c(=O)c3c(nc2c1-c1ccccc1)CCC3
56	10	-30	-0.3	CC1c2cc3c(cc2CCN1C(=O)c1ccc(Br)cc1)OCCCO3 (stereo not drawn)
57	5	7	-0.5	CCC(=O)Nc1ccc(C(=O)Nc2ccc(Br)cc2F)cc1
58	25	-18	-0.7	Cc1nc2ccc(S(=O)(=O)NC(C(=O)N3CCn4c3nc3ccccc34)C(C)C)cc2s1 (stereo not drawn)
59	9	-11	-2.4	[O-]C1=N/[N+](=C/c2ccc(Cl)cc2)CC1
60	2	-2	0.9	CCCNC(=O)Nc1nc(CC(=O)OCC)cs1
61	31	-17	-1.8	O=C(NC1CC1)C1=C[C@@H](c2coc3ccccc3c2=O)C[C@@H](OCc2ccc(CO)cc2)O1
62	5	-18	-0.2	CCC(NS(=O)(=O)c1ccc(OC)cc1)C(=O)NCCC1=CCCCC1 (stereo not drawn)
63	11	-6	1.2	Cc1[nH]n(-c2ccc(Cl)cc2)c(=O)c1C=Nc1ccc(S(=O)(=O)N2CCOCC2)cc1
64	9	-5	-0.8	Cc1ccc(NC(=O)CCn2ccc([N+](=O)[O-])n2)nc1
65	11	2	0.1	CCc1cccc(C)c1NC(=O)CCCC(=O)O
66	4	4	-0.5	COc1ccccc1NC(=O)CSc1nnc(Cc2ccccc2)o1
67	9	-16	-1.5	O=C(NCCCN1CCCCC1)C1CCCN(c2ncnc3c2nc2n3CCCCC2)C1 (stereo not drawn)
68	7	-19	0.6	COc1cc(C(=O)Nc2cc(C(F)(F)F)ccc2-n2cncn2)cc(OC)c1OC
69	18	-17	-0.4	C/C(=N\NC(=S)Nc1cccc(C)c1)c1ccco1
70	20	-18	-3.4	CCOC(=O)C1=C(C)NC2=C(C(=O)CCC2)C1c1cccnc1 (stereo not drawn)
71	17	-19	0.2	O=C(c1ccc(S(=O)(=O)N2CCOCC2)cc1)N1CCN(c2ccc(F)cc2)CC1
72	7	-7	-0.9	COc1cc(Cn2ccnc2)c(OC)cc1Cn1ccnc1
73	42	-23	1.2	Cc1c(Cl)c([N+](=O)[O-])nn1CC(=O)NC(C)C1CC2CCC1C2 (stereo not drawn)
74	21	-27	-0.6	COc1ccc(OC)c(-c2csc(NC(=O)C3=NNC(=O)CC3)n2)c1
75	9	1	1.6	Cc1cc2nc[nH]c2cc1[N+](=O)[O-]
76	6	-12	-0.5	COC(=O)c1cnc(Oc2c(Cl)cc(N)cc2Cl)cc1C(F)(F)F
77	6	-5	0.8	Nc1nc(SCC(=O)Nc2ccc(Cl)c(S(=O)(=O)N3CCOCC3)c2)n[nH]1
78	28	-23	-1.7	O=C(NC1CC2CCCC(C1)N2C(=O)Nc1ccc(Cl)c(C(F)(F)F)c1)C1CC1 (stereo not drawn)
79	17	7	-3.0	CCOC(=O)CSc1nnc(CNc2ccc(F)cc2)o1
80	26	-3	4.2	O=C1N/C(=N/S(=O)(=O)c2ccccc2)S/C1=C/c1cccnc1
81	18	1	-0.5	COc1ccc(-c2nnc(NC(=O)c3ccc(S(=O)(=O)N4CCc5ccccc5C4)cc3)o2)cc1
82	26	-32	-0.8	Cc1ccc(-n2c(SCC(=O)Nc3cc(C)on3)nc3c(c2=O)SC(C)C3)cc1 (stereo not drawn)
83	6	-10	-1.1	CCCC(CCC(=O)OC)(C(=O)OCC)c1csc(N)n1 (stereo not drawn)
84	40	-15	0.1	COc1ccc(CCNC(=O)C2CC(c3cccc([N+](=O)[O-])c3)=NO2)cc1 (stereo not drawn)
85	12	-28	-1.6	Cc1ccc(NC(=O)N(CCCN2CCOCC2)Cc2cc3cc4c(cc3[nH]c2=O)OCO4)cc1

# Single values from above:
# Cc1c(Cl)c([N+](=O)[O-])nn1CC(=O)NC(C)C1CC2CCC1C2 (stereo not drawn) in OX1R antag-1: 42
# Cc1oc(-c2ccccc2F)nc1CS(=O)CC(=O)NCCN1CCCCC1C (stereo not drawn) in OX1R antag-2: -25
# O=C1N/C(=N/S(=O)(=O)c2ccccc2)S/C1=C/c1cccnc1 in OX1R antag-2: -3
# Cc1[nH]n(-c2ccc(Cl)cc2)c(=O)c1C=Nc1ccc(S(=O)(=O)N2CCOCC2)cc1 in OX1R antag-1: 11
# O=C(c1ccc(S(=O)(=O)N2CCOCC2)cc1)N1CCN(c2ccc(F)cc2)CC1 in STK33 kinase inh: 0.2
# Cc1cccnc1Nc1nc(-c2ccc(O)cc2)cs1 in OX1R antag-1: 29

# Copied from above: entries 81–85
nr	OX1R antag-1	OX1R antag-2	STK33 kinase inh	Structure
81	18	1	-0.5	COc1ccc(-c2nnc(NC(=O)c3ccc(S(=O)(=O)N4CCc5ccccc5C4)cc3)o2)cc1
82	26	-32	-0.8	Cc1ccc(-n2c(SCC(=O)Nc3cc(C)on3)nc3c(c2=O)SC(C)C3)cc1 (stereo not drawn)
83	6	-10	-1.1	CCCC(CCC(=O)OC)(C(=O)OCC)c1csc(N)n1 (stereo not drawn)
84	40	-15	0.1	COc1ccc(CCNC(=O)C2CC(c3cccc([N+](=O)[O-])c3)=NO2)cc1 (stereo not drawn)
85	12	-28	-1.6	Cc1ccc(NC(=O)N(CCCN2CCOCC2)Cc2cc3cc4c(cc3[nH]c2=O)OCO4)cc1
